EBV LMP1 NFkB – reduces LMP1-driven NF-kappaB luciferase signal | LMP1-induced NF-kappaB luciferase reporter cells, luminescence | inhibition, % at 12.5 µM | hit rate 0.69% among 350,000 | AID 504558; in the data active = inhibition above about 41%;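 also: 0% = neutral control wells and 100% = reference inhibitor control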
COUP-TFII inh – NR2F2 (human) inhibition, primary screen; hit rate 0.7% among 370,000; inhibition, % at 8.6 µM; HEK293T NGFI-A luciferase reporter, luminescence;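 active = inhibition above a per-plate cutoff, mean inhibition of test wells between control levels plus 3 SD, cut at about 38% in these data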;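 also: cells cotransfected with COUP-TFII expression vector driving the NGFI-A reporter; 0% = median of COUP-TF2 test wells and 100% = reporter-only cells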
Target sequence (P24468 whole entry, looked up): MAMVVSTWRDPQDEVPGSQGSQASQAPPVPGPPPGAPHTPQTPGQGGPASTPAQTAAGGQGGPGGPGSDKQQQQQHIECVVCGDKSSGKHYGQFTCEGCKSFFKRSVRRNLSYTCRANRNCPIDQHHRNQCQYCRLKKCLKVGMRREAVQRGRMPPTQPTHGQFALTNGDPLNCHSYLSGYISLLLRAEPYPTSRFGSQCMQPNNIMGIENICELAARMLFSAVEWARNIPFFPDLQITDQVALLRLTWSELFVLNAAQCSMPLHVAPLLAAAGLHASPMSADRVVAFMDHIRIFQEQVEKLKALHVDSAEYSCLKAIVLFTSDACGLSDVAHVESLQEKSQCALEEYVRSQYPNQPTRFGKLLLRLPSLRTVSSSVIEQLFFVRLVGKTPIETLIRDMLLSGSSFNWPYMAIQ
NCOA1 inh – human NCOA1 inhibition | inhibition, % at 3.6 µM | Q15788 | hit rate 0.12% among 360,000 | HEK293 GAL4-SRC1 luciferase reporter, luminescence;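 active = inhibition above the campaign mean plus 3 SD, with each screening campaign given its own cutoff, cut at about 60% in these data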;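 also: 0% = DMSO treated cells and 100% = gossypol at 36 µM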
MC4R barr agon – agonists of human melanocortin 4 receptor (MC4R) beta-arrestin; P32245; U2OS MC4R beta-arrestin complementation, luminescence; percent of melanotan II response, DMSO zero; activation, % at 8.9 µM; hit rate 0.98% among 360,000; AID 540308;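 active = activation above a per-plate cutoff, the mean activation of sample wells on that plate plus 3 SD, cut at about 8% in these data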
NOD2 RIPK2 PPI – blocks binding of human NOD2 to RIPK2; O43353; CHO BLA complementation NOD2-RIPK2, CCF4 ratio; inhibition, % at 4.98 µM; hit rate 0.38% among 360,000; AID 624267; in the data active = inhibition above about 21%;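 also: 0% = vehicle only and 100% = reference blocker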
NCOA3 inh – human NCOA3 inhibition; HEK293 GAL4-SRC3 luciferase reporter, luminescence; inhibition, % at 3.6 µM; hit rate 0.17% among 360,000; AID 588352;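 active = inhibition above a per-campaign cutoff, the mean of all compounds plus 3 SD, cut at about 60% in these data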;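 also: 0% = DMSO-treated cells and 100% = gossypol-treated cells at 36 µM; higher means less SRC3-driven luciferase light from the GAL4 reporter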
MC4R antagonist – blocks human MC4R cAMP signaling | AID 540295 | hit rate 0.48% among 360,000 | MC4R-expressing cells, MTII-stimulated cAMP, LANCE TR-FRET | inhibition, % at 6.5 µM | P32245;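 active = inhibition above its plate's cutoff, the mean of tested wells on that plate plus 3 SD, cut at about 29% in these data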;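 also: 0% = Melanotan II alone and 100% = Melanotan II plus saturating MCL0020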
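Material: U2OS-MC4R stable cell line | Reagent: Melanotan II challenge after compound preincubation | Doses: One concentration, 6.5 µM nominal | Incubation: 30-min compound preincubation, 1-h Melanotan II challenge, 1-h detection, room temperature | Signal: TR-FRET cAMP assay | Replicates: One well per compound, no replicates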
ABHD5 PLIN5 PPI – inhibitors of human ABHD5-perilipin-5 interaction. inhibition, % at 4 µM. Q00G26+Q8WTS1. Split G. princeps luciferase complementation, luminescence, 4 h. hit rate 0.78% among 360,000;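 active = inhibition above the mean inhibition across every tested compound plus 3 SD, cut at about 22% in these data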;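 also: 0% = DMSO only wells and the 100% control is not disclosed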
TLR9-MyD88 inh – blocks human TLR9 binding to MyD88; hit rate 0.21% among 340,000; CHO BLA complementation TLR9-MyD88, CCF4 FRET ratio; inhibition, % at 4.98 µM; Q9NR96+Q99836;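 active = inhibition above the mean over all tested compounds plus 3 SD, cut at about 21% in these data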;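 also: 0% = DMSO only wells and 100% = clavulanate BLA inhibitor control wells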
LRH-1 inv ag – suppresses constitutive activity of human LRH-1 | HEK293T StAR-luciferase reporter, LRH-1 transfected, 24 h | inhibition, % at 3.6 µM | hit rate 0.13% among 360,000;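 active = inhibition above the mean inhibition of all tested compounds plus 3 SD, cut at about 73% in these data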;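 also: 0% = DMSO wells and 100% = reporter-only cells lacking LRH-1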
Target sequence (O00482 whole entry, looked up): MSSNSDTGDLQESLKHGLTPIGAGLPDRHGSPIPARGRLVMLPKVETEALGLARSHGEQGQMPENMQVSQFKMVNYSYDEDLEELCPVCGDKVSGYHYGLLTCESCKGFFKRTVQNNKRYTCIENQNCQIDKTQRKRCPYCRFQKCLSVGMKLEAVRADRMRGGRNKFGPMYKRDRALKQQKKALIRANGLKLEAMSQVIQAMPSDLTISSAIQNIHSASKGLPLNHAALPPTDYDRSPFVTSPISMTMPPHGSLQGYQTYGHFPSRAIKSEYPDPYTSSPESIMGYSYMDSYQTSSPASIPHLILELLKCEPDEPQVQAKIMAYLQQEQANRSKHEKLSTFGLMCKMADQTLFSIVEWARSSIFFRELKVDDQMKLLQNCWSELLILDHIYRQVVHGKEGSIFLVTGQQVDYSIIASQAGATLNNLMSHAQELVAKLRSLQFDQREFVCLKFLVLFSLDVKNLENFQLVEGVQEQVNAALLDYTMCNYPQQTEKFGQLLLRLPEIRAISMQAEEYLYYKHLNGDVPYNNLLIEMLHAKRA
NCOA2 inhibitor – human SRC2 (NCOA2) inhibition; Q15596; HEK293 GAL4-SRC2 luciferase reporter, luminescence; inhibition, % at 9 µM; hit rate 0.17% among 370,000;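 active = inhibition above the mean inhibition of all tested compounds plus 3 SD, set per campaign, cut at about 52% in these data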;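 also: 0% = DMSO treated cells and 100% = cells given Gossypol at 36 µM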
Active calls of the source: *; . = not tested or not shown. Not all compounds are listed, so the mix of outcomes need not match the whole.

nr	COUP-TFII inh	ABHD5 PLIN5 PPI	EBV LMP1 NFkB	NCOA1 inh	TLR9-MyD88 inh	LRH-1 inv ag	NCOA2 inhibitor	NOD2 RIPK2 PPI	NCOA3 inh	MC4R barr agon	MC4R antagonist	Molecule
1	-13	1	-10	8	0	17	7	0	-41	-0.9	13	C=CCN(CC=C)C(=O)C1c2ccccc2Oc2ccccc21
2	-23	10	2	9	12	8	9	13	14	-2.5	-1	CC(C)n1cc(CN2CCC(C(=O)Nc3cccc(-c4cccc(Cl)c4)c3)CC2)cn1
3	-5	0	8	-1	-7	-5	-20	-3	20	0.4	-16	O=C1c2ccccc2C(=O)c2c1ncn2-c1ccccc1
4	3	-1	-2	2	9	4	-2	-5	-11	0.1	-1	Cc1noc(NS(=O)(=O)c2ccc(NC(=O)C(F)(F)F)cc2)c1C
5	-41	1	-13	-12	9	-38	-3	5	-5	-3.5	8	COc1ccc(NC(=O)N2CCCc3ccccc32)cc1
6	-10	-11	-5	-4	1	-4	9	0	1	-2.2	1	O=C(NCC(c1ccco1)N1CCCC1)c1cc(S(=O)(=O)N2CCOCC2)ccc1Cl (configuration not stated)
7	-16	-4	1	2	-2	26	7	5	-2	-0.3	0	CC(C)c1cc(=O)n2[nH]c(N)nc2n1
8	2	2	-3	-11	4	3	23	-11	9	-1.1	10	COC(=O)c1ccc(NC(=O)CSc2n[nH]c(-c3ccncc3)n2)cc1
9	-4	0	1	-5	-9	6	31	-12	7	-0.9	5	COc1ccc(C(=Cc2ccccc2)C(=O)O)cc1
10	-23	4	-5	-41	-19	-31	-43	-4	-29	0.5	6	O=C(Nc1ccccc1)c1ccc(Br)o1
11	10	-1	0	5	6	-5	19	-5	2	-0.4	4	COc1ccc2c(c1)C(=O)CC(O)(C(F)F)O2 (configuration not stated)
12	-6	-11	-8	-18	2	-15	-3	-7	7	1.2	13	O=C(CCCNC(=O)c1ccc(Cl)cc1)Nc1ccccc1F
13	-37	1	-17	-58	5	-83	-61	-2	-63	-1.7	-7	Cc1ccsc1C(=O)NNC(=O)c1ccccc1F
14	6	5	-7	7	-15	5	1	1	2	1.7	-2	Cc1cc2c(c(=O)n1Cc1cccnc1)C(c1cccs1)C(C#N)=C(N)O2 (configuration not stated)
15	-6	1	2	-10	-5	-2	-15	-6	-6	-3.8	0	O=C(CN1C(=O)C2C3CC(C(Br)C3Br)C2C1=O)N1CCOCC1 (configuration not stated)
16	56*	-6	10	-3	-5	36	16	-1	28	-3.8	-2	C=CCN=c1scc(-c2ccc3c(c2)NC(=O)CO3)n1/N=C(\C)c1ccccn1
17	-12	7	-10	4	-14	-11	27	5	8	-2.2	5	CN(Cc1ccccc1)C(=O)COC(=O)CCC(=O)c1ccc(F)cc1
18	12	2	-3	2	-6	-8	4	-4	17	1.8	2	N#CCCN(Cc1cccnc1)C(=O)Nc1cccc(Cl)c1
19	-1	9	0	-3	14	17	-8	-1	5	-1.5	10	CCCCCC(=O)N1CC2(CC(c3cccc(NC(=O)c4ccccc4)c3)=NO2)C[C@@H]1C(N)=O (some centres not stated)
20	8	-1	-2	-13	1	2	-24	-1	10	-1.8	10	O=C(Oc1ccc(C(=S)N2CCOCC2)cc1)c1cc([N+](=O)[O-])cc([N+](=O)[O-])c1
21	9	0	6	-11	3	5	-32	0	-6	0.6	-1	CC(C(=O)Nc1ccc(S(N)(=O)=O)cc1)N1CCc2ccccc21 (configuration not stated)
22	3	7	-16	-27	-15	12	-46	-11	14	-0.8	-2	CCOC(=O)c1c(-c2ncc(C(F)(F)F)cc2Cl)noc1C
23	5	2	-9	-13	-3	-24	-14	2	5	-0.9	0	Cc1ccsc1/C=C(\C#N)C(=O)NCc1cccnc1
24	-13	1	1	-5	4	8	-8	4	10	-1.6	-5	COc1ccc(NC(=O)Cn2nc(C)c([N+](=O)[O-])c2C)cn1
25	15	-14	4	-7	6	-18	1	3	5	-1.2	8	O=C(COc1ccc(S(=O)(=O)N2CCCCC2)cc1)NC1CCCCC1
26	11	9	5	7	-1	-2	30	10	13	-1.5	21	CCn1c2ccccc2c2cc(NC(=O)COC(=O)c3cc(Cl)c(N)cc3OC)ccc21
27	82*	-1	25	75*	-5	99*	58*	25*	74*	-2.0	7	CC1CC(C)C(=NNC(N)=O)C(C(O)CC2CCC(=O)NC2=O)C1 (configuration not stated)
28	6	9	1	-3	8	-13	-24	-13	-5	0.5	-1	NC(=O)c1ccccc1NC(=O)N1CCOCC1
29	6	0	-1	6	7	11	4	4	20	-0.6	7	S=C(Nc1ccccc1Cl)N(Cc1ccccc1)Cc1cccnc1
30	6	6	-1	-18	-7	-25	-5	-4	-35	-1.4	-2	CC(=O)N/N=C/c1ccccc1OCCOc1cccc(C)c1
31	-43	-7	-17	-59	7	-89	-46	10	-104	2.1	-17	CCC(C)c1ccc(NC(=O)Nc2cnccn2)cc1 (configuration not stated)
32	21	-3	-7	-16	-10	4	-12	-5	20	1.2	10	COc1ccc(C2NC(=O)C(C#N)=C(S)N2c2ccccc2)cc1OC (configuration not stated)
33	-17	-1	0	-3	4	-13	-10	3	-11	-0.2	-3	Cc1onc(C(=O)NCc2ccc(F)cc2)c1[N+](=O)[O-]
34	-9	1	-11	7	2	-33	-24	-8	-25	-0.9	3	CCc1ccc(NC(=O)C(=O)NNC(=O)c2cccs2)cc1
35	-5	5	-20	8	0	-20	-5	2	-13	-1.9	8	CCOC(=O)C1=CC[C@H]2c3c(c4ccccc4n3C)C(=O)C1N2S(=O)(=O)c1ccc(C)cc1
36	6	-3	.	-3	.	16	1	-10	-19	2.4	9	CCCC(=O)N1CCCC1(C)C(=O)Nc1ccc(-n2cncn2)cc1 (configuration not stated)

Taken from above.
CC1CC(C)C(=NNC(N)=O)C(C(O)CC2CCC(=O)NC2=O)C1 (configuration not stated) in ABHD5 PLIN5 PPI: -1
CCC(C)c1ccc(NC(=O)Nc2cnccn2)cc1 (configuration not stated) in NCOA2 inhibitor: -46

Carrying on:
nr	COUP-TFII inh	ABHD5 PLIN5 PPI	EBV LMP1 NFkB	NCOA1 inh	TLR9-MyD88 inh	LRH-1 inv ag	NCOA2 inhibitor	NOD2 RIPK2 PPI	NCOA3 inh	MC4R barr agon	MC4R antagonist	Molecule
37	-11	1	-2	-28	-7	-19	-57	5	-14	-1.1	19	O=C(N/N=C/c1ccc2c(c1)OCO2)C(O)c1ccccc1 (configuration not stated)
38	-9	9	4	4	2	-3	12	-5	-5	0.3	-1	Cc1ccc(/C=C(\C#N)C(=O)Nc2cccc3ncccc23)o1
39	33	2	8	5	2	37	25	-1	-6	-1.9	4	N=c1ccn(Cc2ccc(Cl)cc2Cl)cc1
40	-35	-1	1	-81	3	-149	-22	-3	-49	-3.3	4	O=C(Nc1ccc(-c2ccc(N3CCCCC3)nn2)cc1)c1ccco1
41	-22	-1	-22	-67	6	-90	-72	-2	-62	-3.2	-4	CCCCc1nc2cc(C(=O)N(C)C3CCOCC3)ccc2o1
42	5	-3	-3	2	-9	11	-25	-14	0	0.9	6	COCCN(C(=O)CSc1ncccn1)c1c(N)n(Cc2ccccc2)c(=O)[nH]c1=O
43	-6	-3	-11	-16	4	-14	-50	-4	3	-0.8	4	O=C(NN=Cc1ccc(F)c(F)c1)c1ccc(NS(=O)(=O)c2cccs2)cc1
44	5	5	-5	-30	-1	-4	2	-2	11	0.0	-3	OCC1CCCCN1CCNCc1cn[nH]c1-c1cccc2ccccc12 (configuration not stated)
45	-5	-5	-5	-7	-8	7	13	-6	3	0.4	6	O=C(CSc1n[nH]c(-c2ccccc2F)n1)Nc1cc(F)ccc1F
46	10	1	5	-13	5	30	-4	-3	2	-2.4	3	O=C(NCC1CCCO1)c1cccc(Oc2c(Cl)cccc2[N+](=O)[O-])c1 (configuration not stated)

Reformatted with tabs: entries from further up.
cpd	smiles	COUP-TFII inh	ABHD5 PLIN5 PPI	EBV LMP1 NFkB	NCOA1 inh	TLR9-MyD88 inh	LRH-1 inv ag	NCOA2 inhibitor	NOD2 RIPK2 PPI	NCOA3 inh	MC4R barr agon	MC4R antagonist
38	Cc1ccc(/C=C(\C#N)C(=O)Nc2cccc3ncccc23)o1	-9	9	4	4	2	-3	12	-5	-5	0.3	-1
39	N=c1ccn(Cc2ccc(Cl)cc2Cl)cc1	33	2	8	5	2	37	25	-1	-6	-1.9	4
40	O=C(Nc1ccc(-c2ccc(N3CCCCC3)nn2)cc1)c1ccco1	-35	-1	1	-81	3	-149	-22	-3	-49	-3.3	4
41	CCCCc1nc2cc(C(=O)N(C)C3CCOCC3)ccc2o1	-22	-1	-22	-67	6	-90	-72	-2	-62	-3.2	-4
42	COCCN(C(=O)CSc1ncccn1)c1c(N)n(Cc2ccccc2)c(=O)[nH]c1=O	5	-3	-3	2	-9	11	-25	-14	0	0.9	6
43	O=C(NN=Cc1ccc(F)c(F)c1)c1ccc(NS(=O)(=O)c2cccs2)cc1	-6	-3	-11	-16	4	-14	-50	-4	3	-0.8	4
